Screening results (PubChem BioAssay)
Thrombin inh: thrombin (human) inhibition | inhibition, % at 5 µM | alpha-thrombin, Boc-VPR-AMC fluorogenic substrate cleavage | P00734 | AID 1046 | hit rate 0.26% among 220,000;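 active = inhibition at or above 40%; inactive = inhibition below 40%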;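 also: 0% = enzyme with no compound and 100% = wells without enzyme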
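signal = AMC fluorescence, 355/460 nm | material = human alpha-thrombin enzyme | control set = enzyme without compound as high, wells lacking enzyme as low | times = reaction at room temperature | read-out basis = percent inhibition scaled between no-compound controls and no-enzyme blanks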
hK5 inh: blocks human kallikrein 5 protease activity; Q9Y337; recombinant hK5, fluorogenic AMC substrate cleavage; inhibition, % at 5 µM; hit rate 0.59% among 210,000; AID 873;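 active = inhibition of 40% or more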;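 also: 0% = enzyme controls without compound and 100% = no-enzyme blanks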
Hck-Nef inh: blocks Nef-activated human Hck kinase; P08631; Recombinant Hck-YEEI plus Nef, Z-Lyte FRET kinase assay; inhibition, % at 20 µM; hit rate 0.68% among 220,000; AID 463187;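 active = Hck-Nef kinase inhibition above about 50%, limit read from the data; inactive = inhibition below that limit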;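 also: 0% = DMSO with Hck plus Nef and 100% = Hck alone without Nef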
Rad51 HR inh: blocks human Rad51 in homologous recombination; inhibition, % at 10 µM; Q06609; hit rate 0.085% among 200,000; hRad51 DNA strand exchange, fluorescence dequenching;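 active = inhibition above 40% at the single screening dose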;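 also: 0% = DMSO control wells and 100% = blanks with heterologous ssDNA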
Target sequence (Q06609 whole entry, looked up): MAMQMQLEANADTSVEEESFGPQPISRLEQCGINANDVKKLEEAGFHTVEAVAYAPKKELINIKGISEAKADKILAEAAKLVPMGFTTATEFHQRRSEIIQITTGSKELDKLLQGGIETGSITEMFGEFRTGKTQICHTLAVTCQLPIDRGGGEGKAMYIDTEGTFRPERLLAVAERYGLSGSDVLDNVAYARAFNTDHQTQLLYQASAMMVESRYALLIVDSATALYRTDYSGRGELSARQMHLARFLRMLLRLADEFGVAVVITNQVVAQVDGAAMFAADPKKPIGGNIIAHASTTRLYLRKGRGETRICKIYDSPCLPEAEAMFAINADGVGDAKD
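System: hRad51 filaments on single-stranded DNA; reagent: Fluorescein- and BHQ1-tagged 47-mer duplex; compound dosing: one concentration, 10 µM final; timing: filaments 15 min 37 °C, then compound 30 min; measured by: fluorescein emission 520 nm, excitation 485 nm; benchmarks: per-plate controls and blanks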
L929 necroptosis: L929 zVAD cell death inhibition; hit rate 0.38% among 220,000; viability rescue, % at 10 µM; AID 1377; L929 zVAD necroptosis rescue, ATP luminescence, 24 h; with zVAD 60 µM;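 active = activation, scaled between plate controls, above about 75%, limit read from the data; inactive = activation under that limit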;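 also: 0% = zVAD with DMSO and 100% = DMSO alone without zVAD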
KCC2 mod: KCC2 (human) Cl- transport modulation | Q9H2X9 | KCC2 cells, thallium flux FluoZin-2 fluorescence | hit rate 2.2% among 190,000 | B-score of Tl+ flux slope (higher = more flux/activation; lower = inhibition) at 10 µM;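 active = thallium flux slope and its plate-corrected score both differing from the plate sample mean at a set confidence after two filtering rounds, in either direction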;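 also: slope of fluorescence scaled to starting intensity during 10 to 20 s after thallium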
FXIIa inh: inhibitors of human coagulation factor XIIa | P00748 | purified FXIIa, Boc-QGR-AMC fluorogenic substrate, 2 h | inhibition, % at 5 µM | hit rate 0.3% among 220,000 | AID 800; in the data active = inhibition above about 40%;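 also: 0% = enzyme with no compound and 100% = blank without enzyme; many of its hits are not listed in these tables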
Target sequence (P00748 20-372 limits assumed): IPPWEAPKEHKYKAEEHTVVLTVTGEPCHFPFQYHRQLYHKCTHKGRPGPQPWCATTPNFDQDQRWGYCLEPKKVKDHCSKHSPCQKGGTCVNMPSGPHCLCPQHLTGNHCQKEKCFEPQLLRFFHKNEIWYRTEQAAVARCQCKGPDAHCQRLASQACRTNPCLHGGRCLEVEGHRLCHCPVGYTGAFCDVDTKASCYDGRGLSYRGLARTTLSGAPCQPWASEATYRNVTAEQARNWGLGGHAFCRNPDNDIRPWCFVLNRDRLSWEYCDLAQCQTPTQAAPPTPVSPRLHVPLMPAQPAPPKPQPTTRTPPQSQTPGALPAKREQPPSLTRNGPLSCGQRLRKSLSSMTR
Target sequence (P00748 373-615 limits assumed): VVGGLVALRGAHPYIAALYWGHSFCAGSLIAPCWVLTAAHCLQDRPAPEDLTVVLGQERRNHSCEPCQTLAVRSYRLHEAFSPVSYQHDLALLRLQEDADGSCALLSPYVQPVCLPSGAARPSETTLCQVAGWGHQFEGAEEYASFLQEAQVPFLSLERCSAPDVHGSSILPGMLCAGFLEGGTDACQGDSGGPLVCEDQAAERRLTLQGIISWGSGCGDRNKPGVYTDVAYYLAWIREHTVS
FXIa inh: blocks human coagulation factor XIa protease activity. purified FXIa, Boc-Glu-Ala-Arg-AMC fluorogenic substrate. inhibition, % at 5 µM. hit rate 0.14% among 220,000;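 active = inhibition of at least 40%; inactive = inhibition below 40%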;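 also: fluorescence of freed AMC excited at 355 nm; 0% = enzyme without compound and 100% = no enzyme blank; many of its hits are not listed in these tables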
TNF death inh: inhibitors of TNF-alpha induced necroptosis in Jurkat FADD-/- cells. activation (protection from cell death), % at 10 µM. hit rate 0.068% among 220,000. AID 463075. Jurkat FADD-/- TNF necroptosis rescue, ATP luminescence, 24 h; 0 = TNF only, 100 = no-TNF cells;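 active = activation, meaning protection from cell death, of at least 50% relative to plate controls; inactive = activation below 50%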;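 also: necroptosis triggered by 40 ng/mL TNF-alpha added together with compound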
Active calls of the source: *; · = not tested or not shown; & = joins results of further samples. These rows are one share of the data, so the mix of outcomes need not match the whole.

SMILES	Thrombin inh	hK5 inh	Hck-Nef inh	Rad51 HR inh	L929 necroptosis	KCC2 mod	FXIIa inh	FXIa inh	TNF death inh
CCCCC(C(=O)O)C(C)CC(=O)Nc1cccc(C(=O)O)c1 (stereo unspecified)	-0.9	3.1	-2.6	0.9	2.4	0.612	-0.7	-2.7	0.8
Cc1ccc(S(=O)(=O)/N=C(\Nc2cc(C)on2)c2ccc(Cl)cc2)cc1	2.1	-9.6	-2.4	·	·	0.734	12.9	5.5	0.8
O=C(Nc1ccon1)c1ccccc1F	2.4	-4.1	1.6	1.1	-0.6	0.609	15.6	4.3	-0.4
COc1ccc(OC)c2sc(N3CCc4ccccc4C3)nc12	-10.2	-3.0	18.1	10.0	1.1	0.475	6.6	-0.7	-0.7
CC1C(=O)N(Cc2ccc([N+](=O)[O-])cc2)c2ccccc2N1C(=O)C1CC1 (stereo unspecified)	-6.4	-2.9	31.5	9.3	-1.2	0.474	8.6	3.9	1.7
O=C(Cc1ccccc1)NCCSCc1ccc(Cl)cc1	4.5	-1.5	1.3	-8.2	-0.1	-1.4	21.4	5.8	4.3
COc1ccc(C2/C(=C(/O)c3ccc(C)cc3)C(=O)C(=O)N2CC2CCCO2)cc1OC (stereo unspecified)	-12.5	-0.3	22.0	-5.6	1.4	0.757	7.9	-4.7	0.0
CCOP(=O)(OCC)c1nc(-c2ccccc2Cl)oc1N1CCOCC1	1.8	16.8	26.1	-1.4	0.0	-0.414	8.5	0.2	-0.3
COc1cc(C(=O)NCCc2cc3c(OC)ccc(OC)c3[nH]c2=O)cc(OC)c1OC	-7.1	-1.7	17.6	-3.6	11.6	-1.48	6.3	-6.7	0.3
C/C(=N\NC(=O)c1c(Br)c(C)nn1C)c1cccc(NC(=O)c2ccccc2C)c1	-4.1	-3.4	3.4	·	1.1	-2.81	5.7	8.8	4.7
CCOc1ccc(NC(=O)Nc2cc(C)on2)cc1	0.5	6.3	-0.1	-12.0	1.5	·	21.3	7.3	-1.5
O=C(OCc1cccc2ccccc12)c1ccc2c(=O)[nH]c(CN3CCOCC3)nc2c1	-12.0	-12.4	2.2	-2.6	-0.3	0.144	-1.8	-4.7	-6.6
O=C(Nc1nccs1)c1ccc(NC(=O)c2ccco2)cc1	0.6	-2.5	-1.8	-2.6	84.4*	·	14.1	1.6	20.9
COc1ccc(NC(=O)c2ccc(COCC(F)(F)F)cc2)cc1OC	-3.9	-11.2	4.2	-16.4	2.0	0.0409	19.1	18.4	2.6
NC(=O)c1cc(C(=O)c2ccccc2Cl)c[nH]1	-1.1	-28.6	6.7	14.6	3.6	-0.333	-6.3	-3.6	0.1
C=CCOc1ccc(/C=C2\SC(=Nc3cccnc3)NC2=O)cc1	-1.3	0.4	7.3	-65.6	1.5	-1.31	8.5	1.5	1.8
O=[N+]([O-])c1ccc(CN2CCN(Cc3c[nH]c4ccccc34)CC2)cc1	-5.7	-0.7	-9.5	-0.2	0.9	0.259	5.3	2.7	5.3
CCC(=O)Nc1nc2nc(-c3ccccc3)cc(=O)n2[nH]1	3.9	3.8	20.9	-3.3	0.9	·	14.0	4.3	1.3
S=c1[nH]nc(-c2cccc(Br)c2)o1	-1.0	1.1	-1.5	2.5	0.2	·	18.4	4.1	-0.7
COc1ccccc1Nc1nnc(SCC(=O)Nc2cc(C)on2)s1	-13.5	-33.8	-6.0	3.9	0.3	0.149	-11.1	-15.2	1.0
CCOC(=O)c1ncn2c1CN(C)C(=O)c1cc(F)ccc1-2	-5.4	-6.0	-1.6	-8.6	2.1	-0.936&-0.523	-4.9	-7.6	2.0
CCN(CC)S(=O)(=O)c1cc(NC(=O)COC(=O)CCc2nc3ccccc3s2)ccc1C	2.7	33.9	-2.5	2.0	-0.9	0.152	17.3	2.5	-0.8
CC(SCC(=O)NC12CC3CC(CC(C3)C1)C2)C(=O)O (stereo unspecified)	-8.3	-25.0	-0.3	0.8	2.6	0.438	-2.6	-9.6	0.7
O=C1NC(=S)/C(=C\c2ccc(-c3ccccc3Cl)o2)S1	4.9	-18.3	46.1	-65.2	14.4	25.4*	19.1	8.9	-0.2
N#Cc1c(NC(=O)CSc2nnc(-c3ccco3)n2-c2ccccc2)sc2c1CCC2	4.6	-37.5	-10.2	·	-0.3	·	12.3	4.5	-2.0
CC(NC(=O)c1ccc(Cn2cc([N+](=O)[O-])cn2)o1)c1ccccc1 (stereo unspecified)	-4.3	0.7	4.6	0.9	0.0	-0.291	1.9	-6.1	-1.8
O=C(NCCCl)Nc1cccc(Br)c1	1.2	1.2	8.6	-163.1	0.1	-0.195	12.2	8.4	-0.5
O=C(NC(=O)c1ccc(Cl)c(Cl)c1)OC1CCS(=O)(=O)C1 (stereo unspecified)	-7.6	-1.6	-12.6	1.3	2.0	-0.256	-4.9	-8.6	1.8
O=C(COC(=O)Cc1ccsc1)Nc1ccc(Cl)c(S(=O)(=O)N2CCOCC2)c1	-1.8	0.1	0.2	1.0	1.8	-1.53	3.3	5.0	2.2
COc1cc(=O)n(C)c2ccccc12	-7.5	-3.9	1.7	-4.3	1.4	-0.0129	-5.3	-10.6	-0.9
CS(=O)(=O)N(CC(=O)Nc1ccccc1C(=O)N1CCOCC1)c1ccc2c(c1)OCO2	-3.2	0.1	-0.6	-9.0	-0.1	-0.549	9.5	8.1	-1.5
CCCC(=O)OCC(=O)Nc1ccc(OC(F)F)cc1	-2.7	-24.5	17.6	-4.7	-0.5	-0.454	8.5	-11.7	0.7
COc1ccc(C2CC(=O)C3=C(C2)NC(C)=C(C(=O)Nc2ccccc2C)C3c2coc3ccc(C)cc3c2=O)cc1OC (stereo unspecified)	-7.0	-3.6	0.8	-10.4	-0.2	·	7.5	12.7	-13.9
Oc1ccc(CNc2ccc(F)cc2)c2cccnc12	-1.8	-35.0	1.3	-6.9	0.5	-0.652	10.8	0.1	-6.4
CCOC(=O)c1sc(NC(=O)c2ccc(CC)s2)nc1C	-13.5	-3.2	2.2	-8.6	0.5	·	-13.2	-8.4	-0.1
COCCCNC(=O)CSc1nc2ccccc2c(=O)n1CCCC(=O)NCC1CCCO1 (stereo unspecified)	1.1	-1.2	1.0	-5.6	0.2	1.75	3.9	-0.9	0.0
Nc1ccccc1Sc1cc(Cl)nnc1Cl	14.4	2.7	1.2	2.4	0.0	-0.538	12.7	22.7	-2.2
CCOC(=O)c1c(NC(=O)COc2cccc3c2CCN(Cc2ccc(F)cc2)C3=O)sc2c1CCC2	-4.1	-2.8	1.7	-1.8	2.7	0.437	6.7	2.3	3.6
Cc1ccc(-n2cnc3ncnc(-c4ccccc4)c32)cc1	1.7	-12.7	-3.1	4.6	1.1	-0.452	-4.9	-0.9	-0.7
c1cncc(C2OCC3(CO2)COC(c2cccnc2)OC3)c1 (stereo unspecified)	-7.4	-6.2	-6.9	4.9	-0.6	-0.7	4.3	-0.4	-0.2
O=C(N/N=C/c1ccco1)c1cc(-c2cccc(Br)c2)nc2ccccc12	-0.2	-8.3	3.5	·	0.5	2.54	11.2	5.3	2.1
C=CCN(C(=O)CCC(=O)Nc1cc(C)on1)C(C(=O)NC(C)(C)C)c1cccc(OC)c1OC (stereo unspecified)	1.8	-24.1	3.1	3.7	-0.5	1.2	15.2	14.0	0.4
CCN(CC)S(=O)(=O)c1ccc2c(c1)nc(CCC(=O)Nc1ccc3c(c1)OCO3)n2C	-12.0	-20.5	6.0	11.6	0.2	0.0769	6.4	6.6	2.1
CC(=Nc1cc(C(=O)c2ccccc2)ccc1N)C1=C(O)CC(C)(C)CC1=O	-11.1	-6.1	27.7	-15.6	4.1	-0.142	10.4	-2.6	1.4
COc1cc(/C=N/NC(=O)c2cccs2)ccc1O	-6.2	0.5	-15.1	·	43.8	-0.201	2.5	0.8	2.6

Structural class: the compounds so far with an aryl thioether with sulfur outside any ring
SMILES	Thrombin inh	hK5 inh	Hck-Nef inh	Rad51 HR inh	L929 necroptosis	KCC2 mod	FXIIa inh	FXIa inh	TNF death inh
COc1ccccc1Nc1nnc(SCC(=O)Nc2cc(C)on2)s1	-13.5	-33.8	-6.0	3.9	0.3	0.149	-11.1	-15.2	1.0
N#Cc1c(NC(=O)CSc2nnc(-c3ccco3)n2-c2ccccc2)sc2c1CCC2	4.6	-37.5	-10.2	·	-0.3	·	12.3	4.5	-2.0
COCCCNC(=O)CSc1nc2ccccc2c(=O)n1CCCC(=O)NCC1CCCO1 (stereo unspecified)	1.1	-1.2	1.0	-5.6	0.2	1.75	3.9	-0.9	0.0
Nc1ccccc1Sc1cc(Cl)nnc1Cl	14.4	2.7	1.2	2.4	0.0	-0.538	12.7	22.7	-2.2

More entries
SMILES	Thrombin inh	hK5 inh	Hck-Nef inh	Rad51 HR inh	L929 necroptosis	KCC2 mod	FXIIa inh	FXIa inh	TNF death inh
Nc1ccc(CCS(N)(=O)=O)cc1	0.4	-6.3	0.4	2.0	-0.3	-0.409	-5.0	-0.3	-1.6
C(#Cc1ccc(C#CCN2CCOCC2)cc1)CN1CCOCC1	-1.1	-5.5	-11.5	-5.0	1.0	0.789	12.4	4.3	1.1
COc1ccc(OC)c(C(=O)c2ccc(Cl)cc2)c1	-4.4	-0.9	0.1	-2.0	-0.2	·	7.8	-2.4	-0.2
CCn1cc(CNC(=O)c2cccc([N+](=O)[O-])c2)c(C)n1	0.7	-6.9	5.3	-31.9	0.6	0.538	23.8	24.8	0.4
CCOC(=O)C1=C(C)NC(=S)NC1c1ccsc1 (stereo unspecified)	-2.0	0.2	3.0	-7.4	-1.1	0.195	11.2	0.4	-1.1
NS(=O)(=O)c1cccc(NC(=O)COc2ncnc3c2cnn3-c2ccccc2)c1	-9.7	-5.2	9.6	·	0.9	-0.0303	2.5	-4.2	0.9
CC(CC(=O)Nc1ccc(C(N)=O)cc1)c1ccccc1 (stereo unspecified)	-4.3	-20.9	2.2	-5.8	1.0	0.0691	10.5	3.8	2.6
CCOc1ccc(Br)cc1C(=O)Nc1ccc(C(=O)NCC(C)C)cc1	1.5	-4.3	-4.9	·	·	-1.46	11.7	6.9	-1.8
CN(CCOC(=O)/C=C/c1ccccc1)C(C)(C)C	-8.1	-17.0	-1.4	0.8	1.5	0.8	5.1	-7.7	2.5
COc1ccc2ccccc2c1CN1CCN(Cc2ccccc2)CC1	-7.3	-0.2	1.8	-0.1	-0.1	0.0338	6.8	-5.7	1.8
Cc1ccc(NS(=O)(=O)c2cccc(C(=O)Nc3cc(C)on3)c2)cc1	0.5	0.1	-39.4	·	·	-0.556	13.8	10.7	-1.8
c1ccc2c(N3CCCCCC3)nc(-c3ccncc3)nc2c1	11.0	6.2	1.4	0.1	1.8	-0.909	11.5	14.9	-0.4
C=CCNC(=O)CSc1cc([N+](=O)[O-])cc(S(=O)(=O)Cc2ccccc2)c1	-6.4	7.2	2.0	0.5	-0.4	-1.32	6.0	-4.6	1.1
COc1ccc(Br)cc1CNC(=O)CCNC(=O)Cn1ccc2ccccc2c1=O	-6.0	-5.0	-12.9	-3.3	0.5	-1.47	3.5	-2.9	-0.3
N/C(=N\OC(=O)N1CCOCC1)c1ccccc1	4.9	5.1	-1.5	7.5	1.2	-1.28	13.3	7.1	-5.5
COc1ccccc1N(CC(=O)NCC1CCCO1)C(=O)Cn1nnc(-c2cccs2)n1 (stereo unspecified)	2.0	-4.5	15.6	11.5	-1.0	-0.415	10.3	0.4	0.3
